Bioassay records: PubChem, National Center for Advancing Translational Sciences (NCATS)
EPAC2 antagonist: antagonists of human EPAC2; Q8WZA2; EPAC2 GEF exchange of Rap1B-BODIPY-GDP, fluorescence; Potency, µM (top dose mostly 114 µM), for the others: at the top dose activity, negative = inhibition, actives largely listed as inhibitors; 360,000 tested, 0.18% active; AID 720708; note: potency is the fitted concentration of half-maximal effect; % is set by controls: 0 for no effect and ±100 for the full control effect; nearly all actives have a fitted effect of over 45% in size; many of its hits are not listed in these tables
Target sequence (Q8WZA2 whole entry, looked up): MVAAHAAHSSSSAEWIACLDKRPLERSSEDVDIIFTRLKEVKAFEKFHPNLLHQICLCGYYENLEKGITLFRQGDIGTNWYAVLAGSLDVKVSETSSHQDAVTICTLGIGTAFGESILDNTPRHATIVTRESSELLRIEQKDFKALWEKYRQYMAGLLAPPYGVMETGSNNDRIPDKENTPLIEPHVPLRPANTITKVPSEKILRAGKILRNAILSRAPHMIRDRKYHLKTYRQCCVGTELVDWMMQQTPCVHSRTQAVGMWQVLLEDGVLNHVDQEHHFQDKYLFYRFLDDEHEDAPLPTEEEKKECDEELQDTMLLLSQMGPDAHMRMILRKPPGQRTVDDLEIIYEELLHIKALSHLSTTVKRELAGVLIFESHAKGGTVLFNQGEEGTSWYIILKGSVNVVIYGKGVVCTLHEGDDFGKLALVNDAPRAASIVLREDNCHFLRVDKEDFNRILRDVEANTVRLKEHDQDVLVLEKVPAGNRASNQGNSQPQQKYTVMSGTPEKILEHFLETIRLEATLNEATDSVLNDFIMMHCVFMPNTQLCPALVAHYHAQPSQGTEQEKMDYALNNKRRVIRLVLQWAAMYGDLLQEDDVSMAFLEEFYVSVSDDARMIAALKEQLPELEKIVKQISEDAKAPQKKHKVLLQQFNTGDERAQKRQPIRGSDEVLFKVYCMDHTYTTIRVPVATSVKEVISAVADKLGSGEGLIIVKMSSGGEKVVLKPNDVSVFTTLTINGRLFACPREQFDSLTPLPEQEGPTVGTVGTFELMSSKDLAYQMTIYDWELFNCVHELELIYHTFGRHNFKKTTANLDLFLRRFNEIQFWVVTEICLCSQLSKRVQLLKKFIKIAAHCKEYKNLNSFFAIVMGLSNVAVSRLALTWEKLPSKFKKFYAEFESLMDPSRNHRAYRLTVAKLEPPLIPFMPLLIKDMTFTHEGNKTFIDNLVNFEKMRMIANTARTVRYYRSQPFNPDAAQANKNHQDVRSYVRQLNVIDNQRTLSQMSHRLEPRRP
pAkt inh: blocks phosphorylation of Akt. Neuro2A IGF-stimulated pAkt S473 HTRF, 20 min; active compounds read low. activity change, % for hits at 50 µM. 360,000 tested, 0.32% active; in the data active = activity change below about -80%; inconclusive = mostly about -51% to -80%; note: % is set by controls: 0 for no effect and ±100 for the full control effect
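Single-point screen (50 µM final compound) in Neuro2A cells stimulated 20 min with 6 nM IGF at 37 deg C. After lysis, Ser473-phosphorylated Akt read by HTRF (ex 330 nm, em 615/665 nm) as the 665/615 ratio.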
Mm-Cpn inhibitor: inhibitors of Methanococcus maripaludis chaperonin (MmCpn) | purified Mm-Cpn ATPase, ADP Transcreener TR-FRET | Potency, µM (highest dose often 76.9 µM), for the others: top-dose activity, negative = inhibition, actives largely listed as inhibitors | 330,000 tested, 0.031% active; note: potency is the fitted concentration of half-maximal effect; % is set by controls: 0 for no effect and ±100 for the full control effect; nearly all actives have a fitted effect of over 80% in size
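ATPase read-out: TR-FRET ADP immunoassay (anti-ADP Eu cryptate vs ADP-d2), ex 320 nm, em 590/665 nm; signal drops as ADP forms. Enzyme 25 nM, ATP 10 uM, 30 min at 37°C after 10 min compound preincubation.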
Nrf2 ARE act: Nrf2 pathway activation; AREc32 ARE-luciferase reporter (MCF7-derived line), luminescence, 24 h; Potency, µM (doses to about 46.1 µM), without a hit: at the top dose activation, usual class: activators; 410,000 tested, 0.31% active; note: potency is the fitted concentration of half-maximal effect; % of control where 0% means no effect; nearly all actives have a fitted effect of over 65% in size
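AREc32 cells carrying an ARE-driven firefly luciferase, 1000 cells/well in OPTI-MEM with 5% FBS, dosed after overnight attachment and incubated 24 hr at 37 deg C. Steady-Glo luminescence read after 30 min at RT.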
TGFb inhibitor: inhibitors of TGF-b signaling | HepG2 CAGA-GFP TGF-b/SMAD3 reporter, GFP fluorescence, 18 h; TGF-beta stimulated, 500 pg/mL final | Potency, µM (titrated, usually from 46.1 µM), for inactives: top-dose activity, negative = inhibition, hits mostly inhibitors | 410,000 tested, 1.2% active; note: potency is the fitted concentration of half-maximal effect; % is set by controls: 0 for no effect and ±100 for the full control effect; nearly all actives have a fitted effect of over 65% in size
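Using HEPG2 CAGA-GFP reporter cells at 1000 cells/well, we pinned test compounds, stimulated with recombinant TGF-beta (500 pg/mL final) and measured total well GFP after 18 h.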
CCT chaperon mod: cytosolic chaperonin activity modulation | purified chaperonin ATPase assay, HTRF ADP detection, 30 min | activity change, % (test concentration not listed), hits read low | 360,000 tested, 0.3% active | AID 651819; in the data active = activity change below about -30%; note: % is set by controls: 0 for no effect and ±100 for the full control effect
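TRiC (40 or 20 nM final, by batch activity) in 30 mM Tris pH 7.4, 100 mM KCl, 5 mM MgCl2, 1 mM DTT was treated with compound at 76 uM single dose, then 10 uM ATP, 30 min at 37 °C. ADP was read by HTRF Transcreener.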
EPAC2 ag: EPAC2 (human) agonism. EPAC2 activation, biochemical qHTS; response scale: 100% = 6.5 mM cAMP response. Q8WZA2. 360,000 tested, 0.079% active. Potency, µM (highest dose often 154 µM), inactives show top-dose activation, usual class: activators; note: potency is the fitted concentration of half-maximal effect; nearly all actives have a fitted effect of over 50% in size
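Setup: EPAC2 100 nM, labeled Rap1B complex 250 nM, free GDP 50 uM. Compound titrations pinned in, brief spin, 5 min room temperature incubation. Kinetic fluorescence read over 30 min, normalized to 6.5 mM cAMP.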
Nrf2 inh: Nrf2 pathway inhibition; A549 ARE-Fluc reporter, luciferase luminescence, 18-24 h; Potency, µM (top dose mostly 46 µM), for the others: at the highest dose activity change, negative = inhibition, most hits filed as inhibitors; 360,000 tested, 2.1% active; AID 504444; note: potency is the fitted concentration of half-maximal effect; % is set by controls: 0 for no effect and ±100 for the full control effect; nearly all actives have a fitted effect of over 60% in size
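Quantitative HTS in A549 cells stably bearing an antioxidant response element-firefly luciferase construct. Inhibition of Nrf2-driven transcription was scored by luminescence after 18-24 h of compound exposure at 37 °C.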
A549 viability: A549 cytotoxicity, counter-screen for Nrf2 inhibitors; A549 ARE-Fluc cells, CellTiter-Fluor viability, 18-24 h; Potency, µM (titrated, usually from 46 µM), without a hit: at the top dose activity change, negative = cytotoxicity, usual class: inhibitors; 390,000 tested, 0.16% active; AID 504648; note: potency is the fitted concentration of half-maximal effect; % is set by controls: 0 for no effect and ±100 for the full control effect
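A549 ARE-Fluc cells in 5% FBS OPTI-MEM, 5000 cells/well, rested 2 h then exposed to compounds in concentration-response for 18-24 h at 37 °C. Viability by CellTiter-Fluor fluorescence (Ex 405/Em 525) after 30 min; luciferase luminescence (BugLite, 15 min, RT) read afterwards.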
Numbers without * were called inactive; i = inactive; u = inconclusive; x = not tested or not shown; & = joins results of further samples; [ ] = remark or other dose. Unless noted, calls come from the whole dose curve; as a rule, active = well fitted curve in the direction sought with a large enough effect; inconclusive = small, poorly fitted or top-dose-only effect, or another doubt; inactive = no such curve, though single readings can be large; an effect the other way counts as inactive or inconclusive.

item	mol	EPAC2 antagonist	pAkt inh	Mm-Cpn inhibitor	Nrf2 ARE act	TGFb inhibitor	CCT chaperon mod	EPAC2 ag	Nrf2 inh	A549 viability
1	O=S(=O)(c1cc(Cl)ccc1Cl)N1CCC2(CC1)OCCO2	13%	i	2%	-0.2%	-29%	0.8	6%	0%	8%
2	Cc1csc2c(NC3CCN(Cc4ccccc4)CC3)ncnc12	5%	i	1%	0.3%	-2%	0.0	5%	u	-2%
3	COc1ccc(N2C(=NC(=O)C3CCCCC3)SC3CS(=O)(=O)CC32)cc1OC (centres undefined)	-5%	i	3%	0.0%	11%	-1.6	-4%	2%	2%
4	CCOc1cc(OCC)cc(C(=O)N2CCC[C@H]2C(=O)N2CCC[C@H]2C(=O)NCc2ccncc2)c1	3%	i	x	-0.6%	x	0.2	-1%	x	x
5	CCn1cc(C(=O)N2CCN(c3cccc(Cl)c3)CC2)c(=O)c2cc(S(=O)(=O)N3CCCCC3)ccc21	x	x	x	-0.7%	u	x	x	-15%	4%
6	c1ccc(CNCc2ccc3c(c2)OCO3)nc1	5%	i	-1%	1.7%	6%	-1.5	-9%	0%	1%
7	CC12CCC(=O)N1C(C(=O)NNC(=O)COc1ccc(Br)cc1)CS2 (centres undefined)	3%	i	1%	1.6%	14%	0.6	1%	18%	0%
8	O=C(COC(=O)c1ccc([N+](=O)[O-])s1)NCCc1ccccc1	-16%	i	-8%	2.4%	-28%	0.1	6%	-8%	12%
9	O=C1NC[C@H](Cc2ccccc2)N(CC2CCN(CCC3CCCC3)CC2)C1=O	-3%	i	x	2.2%	-13%	-1.0	5%	-3%	2%
10	Cc1cccc(-c2noc(CNC(=O)c3ccc4c(c3)OCO4)n2)c1	0%	i	0%	-0.3%	1%	-1.6	14%	u	-1%
11	COc1ccccc1/C=N/NC(=O)CN(C1=NS(=O)(=O)c2ccccc21)c1ccccc1	-17%	i	0%	2.6%	0%	1.4	-12%	u	1%
12	CCCNC(=O)N(C)C[C@@H]1Oc2cc(Br)ccc2S(=O)(=O)N([C@@H](C)CO)C[C@H]1C	-1%	i	x	-0.5%	-11%	0.6	3%	x	x
13	CCOC(=O)C1CCCN(C(=S)NC(=O)c2cc(Br)ccc2Cl)C1 (centres undefined)	4%	i	-3%	0.3%	6%	-0.6	2%	u	2%
14	CC(C)OP(C)(=O)CN1CCN(CP(C)(=O)OC(C)C)CC1 (centres undefined)	6%	i	-5%	-0.6%	0%	-7.5	1%	13%	-2%
15	O=[N+]([O-])c1ccc(N/N=C/c2cccs2)nc1	11%	i	x	u	-29%	-3.4	7%	u	5%
16	COc1ccc(CSc2nc3ccncc3n2CC(=O)Nc2cc(C)cc(C)c2)cc1	x	x	x	5.7%	u	x	x	u	u
17	C=CS(=O)c1sc(Cl)c(N2CCOCC2)c1[N+](=O)[O-] (centres undefined)	-11%	i	-2%	23%	11µM*	-1.5	7%	-5%	-6%
18	Cc1ccc(-n2c(SCC(=O)c3c(N)n(C)c(=O)n(C)c3=O)nc3sc4c(c3c2=O)CCCC4)c(C)c1	17%	i	0%	0.0%	u	-0.8	-2%	u	-3%
19	COc1ccc2sc(-c3ccc(S(C)(=O)=O)cc3)c(-c3ccc(SC)cc3)c2c1	7%	i	20µM*	-0.5%	1%	-0.6	11%	4%	6%
20	CC(=O)c1cccc(NC(=O)c2c(-c3c(F)cccc3Cl)noc2C)c1	4%	i	1%	-0.2%	-2%	1.2	4%	-14%	-3%
21	CCc1ccc(NC(=O)COC(=O)CN2C(=O)COc3ccccc32)cc1	2%	i	1%	-0.7%	-6%	0.4	10%	-6%	-9%
22	CC(C)N(C(=O)[C@H]1C[C@H](CC(=O)NCC23CC4CC(CC(C4)C2)C3)C(=O)N2CCc3c([nH]c4cc(-c5ccco5)ccc34)[C@]12C)C(C)C	-4%	i	-10%	-1.0%	u	0.7	-4%	u	-21%
23	O=C(CSc1nnc(CNC(=O)c2ccc(F)cc2)o1)NCc1ccc(F)cc1	9%	i	0%	3.5%	11%	0.8	9%	3%	1%
24	CCC1(C)N=C(N)Nc2nc3cc(C)c(C)cc3n21 (centres undefined)	-6%	i	-3%	-0.5%	-4%	0.1	4%	6%	6%
25	COC(=O)c1cc(S(=O)(=O)N2CCN(c3ccc(OC)cc3)CC2)c[nH]1	x	x	x	0.0%	u	x	x	12%	11%
26	CCOC(=O)CSc1ccc(C(=O)Nc2ccc(Cl)cc2)cn1	5%	i	-17%	4.3%	-16%	-1.3	5%	-1%	7%
27	COc1ccc(-n2nnc3c(SCC(=O)NCC4CCCO4)ncnc32)cc1 (centres undefined)	10%	i	-4%	u	u	1.3	12%	-3%	-2%
28	Nc1nnc(SCC(=O)NCC(=O)Nc2ccc(F)c(F)c2F)s1	16%	i	-1%	-0.2%	-12%	-0.8	4%	2%	-4%
29	Cc1ccc(C(=O)Nc2ccc(Oc3cccc(C(F)(F)F)c3)nc2)cc1	-3%	i	0%	-0.5%	-32%	-0.4	0%	u	-14%
30	O=C(OCc1cc(=O)n2nc(-c3cccs3)sc2n1)c1cccc(F)c1	x	x	x	0.5%	-5%	x	x	23%	3%
31	O=C(CCC(=O)NNC(=O)Cc1ccccc1)NCc1ccccc1	18%	i	6%	2.9%	13%	2.4	5%	11%	4%
32	CC1=Nn2c(nnc2-c2ccccc2F)SC1	-4%	i	1%	0.1%	14%	1.1	5%	-8%	8%
33	COc1cccc(C(=O)NNC(=O)Cc2ccc([N+](=O)[O-])cc2)c1	-2%	i	0%	0.2%	-3%	-1.0	7%	12%	11%
34	Cc1nnc(Nc2ccc(O)cc2)[nH]c1=O	-4%	i	2%	8.9%	-3%	0.5	-5%	-2%	0%
35	Cn1c(SCC(=O)N2c3ccccc3CCc3ccccc32)nnc1-c1ccc(O)cc1	3%	i	3%	-0.5%	-4%	-0.6	12%	-8%	3%
36	COc1cc(-c2c(C(C)=O)c(C)nc3c2C(=O)c2ccccc2-3)cc(OC)c1OC	0%	i	-3%	-0.1%	0%	0.3	-6%	23%	1%
37	Cc1ccc(CSc2nc3ccc(NC(=O)C(C)C)cc3s2)cc1	x	x	x	-0.8%	-4%	x	x	-18%	1%
38	COC(=O)c1ccc(N2Cc3ccccc3/C2=N\C(=O)Nc2ccccc2)cc1	12%	i	-1%	-0.1%	-2%	0.0	-10%	9%	-2%
39	CCc1ccc(C(C(=O)NC2CCCC2)N(C(=O)c2csnn2)C2CC2)cc1 (centres undefined)	-9%	i	-1%	2.4%	u	0.3	-1%	0%	-6%
40	O=C(NC1CCCCC1)c1ccccc1-c1ccccc1	1%	i	1%	-1.3%	12%	-0.7	2%	-11%	4%
41	C/C(=N\NC(=O)c1c([N+](=O)[O-])c(C)nn1C)c1ccc(NC(=O)c2ccc(C)o2)cc1	7%	i	1%	0.3%	6%	0.7	0%	17%	0%
42	COc1cccc(C(c2nnnn2C(C)(C)C)N2CCN(C/C=C/c3ccccc3)CC2)c1OC (centres undefined)	14%	i	x	3.8%	u	0.0	12%	x	x
43	CN(C)c1ccc(C(=O)N(Cc2ccccc2)Cc2ccccc2)cc1	u	i	2%	-0.7%	-9%	-0.4	-1%	8%	0%
44	COc1cccc(C(C)(O)c2nc(-c3cccc(NC(C)=O)c3)cs2)c1 (centres undefined)	-13%	i	x	3.0%	-6%	1.4	7%	x	x
45	Cc1ccc(-n2nc3c(=O)n(CCCC(=O)NCc4ccc(F)cc4)nc(C)c3c2C)cc1	0%	i	-2%	3.6%&8.8%	u	0.2	-3%	0%&-13%	-3%&0%
46	CCCNC(=O)CN1C(=O)NC(Cc2c[nH]c3ccccc23)C1=O (centres undefined)	7%	i	-8%	0.1%	0%	-2.3	-4%	-1%	1%
47	CCOC(=O)[C@]12CCCC=C1N(Cc1ccc(Cl)cc1Cl)C(=O)[C@H](CC(=O)NCCCCc1ccccc1)C2	1%	i	x	4.4%	x	-2.1	4%	x	x
48	Cc1coc2cc3oc(=O)c(CCC(=O)NC4CC4)c(C)c3cc12	-8%	i	-5%	4.4%	-5%	0.2	1%	-1%	-4%
49	C1=Nc2c(NCc3ccccc3)ncnc2Oc2ccccc21	-2%	i	-1%	4.1%	-8%	-0.1	2%	1%	2%
50	Cc1sc2ncnc(SCc3ccco3)c2c1C	0%[57.1 µM]	i	1%	3.2µM*	-4%	-0.9	-8%	-9%	9%
51	CC(C)C(NC(=O)C1CCCCC1)C(=O)NC1CCCC(C)C1C (centres undefined)	5%	i	1%	0.5%	16%	-2.6	2%	-8%	6%
52	O=S(=O)(Nc1cccc(-c2ccc(N3CCOCC3)nn2)c1)c1cc(Cl)ccc1Cl	-8%	i	0%	0.2%	-1%	-1.4	12%	-9%	1%
53	CN(CCOc1ccccc1)C(=O)CNC(=O)c1ccc(C(C)(C)C)cc1	-19%	i	2%	5.6%	33%[activator]	-0.7	13%	-9%	1%

Rewritten with values under each structure: part of the list above
Below each compound: EPAC2 antagonist, pAkt inh, Mm-Cpn inhibitor, Nrf2 ARE act, TGFb inhibitor, CCT chaperon mod, EPAC2 ag, Nrf2 inh, A549 viability
(25) COC(=O)c1cc(S(=O)(=O)N2CCN(c3ccc(OC)cc3)CC2)c[nH]1
  x, x, x, 0.0%, u, x, x, 12%, 11%
(27) COc1ccc(-n2nnc3c(SCC(=O)NCC4CCCO4)ncnc32)cc1 (centres undefined)
  10%, i, -4%, u, u, 1.3, 12%, -3%, -2%
(53) CN(CCOc1ccccc1)C(=O)CNC(=O)c1ccc(C(C)(C)C)cc1
  -19%, i, 2%, 5.6%, 33%[activator], -0.7, 13%, -9%, 1%

An excerpt. The share of hits here may be higher or lower than overall.
